Compound activity from PubChem BioAssay.
3CLpro inhibitor: SARS-CoV 3CLpro protease inhibitors, primary screen, biochemical, quenched FRET. hit rate 0.14% among 290,000. recombinant SARS-CoV 3CLpro, quenched FRET peptide cleavage. inhibition, % at 6 µM; in the data active = inhibition above about 12%
CCHFV vOTU inh: CCHFV vOTU protease inhibitors, primary screen, biochemical, Pep-AMC substrate, fluorescence; hit rate 0.55% among 370,000; inhibition, % at 11.5 µM; AID 651958, 2012; in the data active = inhibition above about 30%; note: 0% = vehicle wells with enzyme and 100% = no enzyme wells
BoNT A protease: BoNT/A light chain protease inhibitors, primary screen, biochemical, flow cytometry, MLPCN library; hit rate 0.17% among 360,000; multiplex microsphere protease substrate cleavage; inhibition, % at 10 µM; AID 588499, 2011; note: plate controls were buffer without enzyme for full effect and enzyme alone for no effect
MazEF act: activators of E. coli MazEF toxin-antitoxin RNase, primary screen, biochemical, fluorescence, uHTS. FAM/BHQ RNA-DNA oligo cleavage fluorescence, 5 h. Endoribonuclease toxin MazF (Escherichia coli (strain K12)), P0AE70. hit rate 0.32% among 350,000. activation, % at 20 µM; in the data active = activation above about 50%
Target sequence (P0AE70 whole entry, looked up): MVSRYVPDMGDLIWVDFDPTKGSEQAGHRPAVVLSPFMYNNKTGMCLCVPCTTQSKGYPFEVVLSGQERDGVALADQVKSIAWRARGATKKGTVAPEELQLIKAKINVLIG
Anthrax LF inh2: Bacillus anthracis LF protease inhibitors, primary screen, biochemical, multiplex microsphere, MLPCN library. inhibition, % at 10 µM. Lethal factor (Bacillus anthracis), P15917. multiplex microsphere protease cleavage assay. AID 588501, 2011. hit rate 0.12% among 360,000; note: plate controls were buffer without enzyme for full effect and enzyme alone for no effect
Target sequence (P15917 whole entry, looked up): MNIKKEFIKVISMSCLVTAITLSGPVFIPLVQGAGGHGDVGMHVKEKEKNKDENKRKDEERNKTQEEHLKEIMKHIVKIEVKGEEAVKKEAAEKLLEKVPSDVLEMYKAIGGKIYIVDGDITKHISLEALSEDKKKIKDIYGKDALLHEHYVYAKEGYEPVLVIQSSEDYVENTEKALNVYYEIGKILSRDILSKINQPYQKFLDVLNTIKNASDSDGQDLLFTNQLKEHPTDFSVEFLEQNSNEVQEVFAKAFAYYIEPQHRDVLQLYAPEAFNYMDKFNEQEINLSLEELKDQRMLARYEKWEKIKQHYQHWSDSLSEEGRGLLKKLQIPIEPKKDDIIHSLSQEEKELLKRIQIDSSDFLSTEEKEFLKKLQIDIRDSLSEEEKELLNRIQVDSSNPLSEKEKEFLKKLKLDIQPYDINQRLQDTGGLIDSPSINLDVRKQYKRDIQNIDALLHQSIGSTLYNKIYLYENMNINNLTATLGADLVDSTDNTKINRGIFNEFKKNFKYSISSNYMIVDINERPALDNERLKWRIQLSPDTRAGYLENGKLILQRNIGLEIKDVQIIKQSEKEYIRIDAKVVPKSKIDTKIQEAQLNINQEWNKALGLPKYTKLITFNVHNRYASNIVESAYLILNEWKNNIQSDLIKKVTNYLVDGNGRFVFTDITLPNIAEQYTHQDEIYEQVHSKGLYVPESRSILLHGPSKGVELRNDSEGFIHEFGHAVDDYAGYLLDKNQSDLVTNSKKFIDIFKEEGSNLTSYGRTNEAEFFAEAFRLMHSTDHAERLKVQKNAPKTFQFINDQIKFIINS
Rv3671c inh: Rv3671c serine protease inhibitors, primary screen, biochemical, fluorescence polarization, M. tuberculosis H37Rv; hit rate 0.048% among 320,000; P9WHR9; inhibition, % at 5.96 µM; in the data active = inhibition above about 38%;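 note: extracellular domain of Rv3671c used as enzyme; 0% = enzyme with DMSO and 100% = no enzyme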
BoNT-F LC inh: BoNT/F light chain protease inhibitors, primary screen, biochemical, flow cytometry, MLPCN library; inhibition, % at 10 µM; Botulinum neurotoxin type F light chain protease (Clostridium botulinum); hit rate 0.22% among 360,000; Multiplex microsphere protease cleavage assay; in the data active = inhibition above about 35%, passing the limit was not always enough; inconclusive = no clear call, values can overlap the other calls; note: plate controls were buffer without enzyme for full effect and enzyme alone for no effect
VHR inh abs: VHR1 phosphatase inhibitors, primary screen, biochemical, absorbance, uHTS; hit rate 0.52% among 290,000; inhibition, % at 13.3 µM; AID 1654, 2009; recombinant VHR phosphatase, pNPP absorbance; in the data active = inhibition above about 50%; note: some compounds called inactive have numbers as strong as hits
PriA SSB inh: inhibitors of Klebsiella pneumoniae PriA binding to SSB C-terminal tail, primary screen, biochemical, AlphaScreen; AlphaScreen SSBct-PriA binding, biotinylated peptide; inhibition, % at 33 µM; hit rate 0.6% among 430,000; in the data active = inhibition mostly above about 37%, no sharp cut-off; inactive = mostly below about 20%;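 note: plate controls were negative control peptide for no effect and reference peptide for full effect; strong numbers were not always called active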
PrPC TRFRET: inhibitors of human cell surface prion protein PrPC, primary screen, cell-based, TR-FRET. inhibition, % at 13.8 µM. Major prion protein (Homo sapiens), P04156. TR-FRET read-out. AID 720596, 2013. hit rate 0.43% among 370,000; in the data active = inhibition above about 24%; note: 0% = median of the test wells and 100% = reference compound wells
* hit, by the source's call; i = inactive; ? = inconclusive; · = not tested or not shown; & = joins results of further samples. Cut-off read from the data, not from the text of the source, unless noted: active = inhibition above about 30%; inconclusive = no clear call, values can overlap the other calls; inactive = below that.

Compound	3CLpro inhibitor	CCHFV vOTU inh	BoNT A protease	MazEF act	Anthrax LF inh2	Rv3671c inh	BoNT-F LC inh	VHR inh abs	PriA SSB inh	PrPC TRFRET
CCOC(=O)CC(NS(=O)(=O)c1ccc(OC)c(C)c1)c1cccc([N+](=O)[O-])c1 (configuration not stated)	0	9	0.1	0	0	3	-1	-8	-5	-10
CCOc1cc(/C=N\NC(=O)c2ccc(NC(=O)C(C)(C)C)cc2)ccc1OC(=O)c1ccc(C)cc1	-2	6	-0.4	-3	2	3	27	27	·	-1
CCOC(=O)c1nn(-c2ccccc2Cl)c(=O)cc1OCC(=O)Nc1cccc(OC)c1	·	-1	-0.9	-1	-1	3	1	·	18	2
CCOC(=O)C1=C(C)N=C2SC(C)C(=O)N2C1/C=C/c1ccccc1OC (configuration not stated)	0	13	0.3	-15	-1	-15	-3	-8	-3	1
CCN(CC)C1CCN(C(=O)c2cc(COc3ccc(F)cc3Cl)on2)C1 (configuration not stated)	-1	-12	0.4	3	4	-4	4	39	-3	-6
CC(C)(C)c1ccc(C(=O)NCc2nnc(SCC(=O)NCC3CCCO3)o2)cc1 (configuration not stated)	-2	5	-2.1	0	0	-1	8	28	-14	3
Cc1cccc(-n2cnc3cc(C(=O)N4CCc5ccccc54)ccc32)c1	3	-1	0.5	-4	1	-11	-5	-10	-1	-4
Cc1cccc(NC(=O)c2ccccc2NC(=O)c2ccco2)c1	6	8	1.1	2	-1	0	-2	-11	-4	4
CCOc1ccc(NC(=O)CSc2nc3ccccc3c(=O)n2CCCC(=O)NCC2CCCO2)cc1 (configuration not stated)	6	-4	-1.0	-3	-5	-3	-9	2	-6	-4
COc1ccc(NC(=O)C2(C)CCN2Cc2ccc3ccccc3c2)cc1OC (configuration not stated)	·	2	-0.2	·	2	·	1	·	·	4
O=C(Cc1cccs1)N1CCN=C1SCc1ccc(F)cc1	1	-2	0.9	0	7	-7	-2	-33	-2	7
Nc1cc(Cl)ccc1N1CCOCC1	0	8	6.7	6	-5	-5	-74	4	25	-7
CCOc1ccc(N=Nc2c(=O)[nH]n3c(=O)c4c([nH]c23)CCCC4)cc1	1	0	-2.1	-10	-4	3	-7	12	-1	-6
Cc1ccc(-n2c(C)nnc2SCC(=O)N2CCc3ccccc3C2)cc1	-2	5	0.1	-12	0	2	-4	12	0	11
Cc1cc(NC(=O)CSc2c[nH]c3ccccc23)no1	-6	-10	-3.6	7	-2	-19	-2	30	4&14	2
COc1ccc(-c2csc(N)n2)cc1	3	-2	-1.1	-4	0	9	3	-6	4	-3
COc1ccc(CNC(=O)C(C)OC(=O)c2cccc(N(C)C)c2)cc1 (configuration not stated)	·	10	0.2	-1	2	-1	-1	·	2	-4
O=C1CN(C(=O)CN2C(=O)NC(c3ccccc3)(c3ccccc3)C2=O)c2ccccc2N1	·	15	-0.1	-10	-8	10	-6	·	-2	-4
Cc1ccc(-c2nc(CNC(=O)c3ccco3)cs2)cc1	0	1	-0.7	-4	0	-10	-2	43	16	2
CCOc1ccc(C2CC(c3c(O)c4ccccc4oc3=O)=NN2c2ccccc2)cc1OC (configuration not stated)	0	4	-0.5	-23	0	1	1	-1	-2	10
Cc1ccc(CN2CCNC(=O)C2CC(=O)NCCCn2ncc3ccccc32)o1 (configuration not stated)	3	-5	0.5	-32	-4	·	-2	31	-3	-10
COc1ccc(NC(=O)CN(C)C(=O)CCSc2ccc(C)cc2)cc1	·	12	-3.2	-4	2	-3	-8	·	-4	7
COc1cc(CNCc2cccs2)ccc1OCC(N)=O	1	-12	-0.5	1	-3	7	-6	2	2	-9
Cc1ccc(C(=O)N/N=C/c2ccc(-c3cccc(Cl)c3)o2)cn1	-3	-7	?	-4	6	6	?	8	i	-2
COC(=O)CCC(=O)Nc1cccc2c(NC(=O)CCC(=O)OC)cccc12	0	3	-0.4	7	-4	4	-9	2	-6	-5

Compound profiles, from the list above. Screens in order: 3CLpro inhibitor, CCHFV vOTU inh, BoNT A protease, MazEF act, Anthrax LF inh2, Rv3671c inh, BoNT-F LC inh, VHR inh abs, PriA SSB inh, PrPC TRFRET
Entry for O=C1CN(C(=O)CN2C(=O)NC(c3ccccc3)(c3ccccc3)C2=O)c2ccccc2N1 : ·, 15, -0.1, -10, -8, 10, -6, ·, -2, -4
Entry for CCN(CC)C1CCN(C(=O)c2cc(COc3ccc(F)cc3Cl)on2)C1 (configuration not stated) : -1, -12, 0.4, 3, 4, -4, 4, 39, -3, -6

New compounds follow
Compound	3CLpro inhibitor	CCHFV vOTU inh	BoNT A protease	MazEF act	Anthrax LF inh2	Rv3671c inh	BoNT-F LC inh	VHR inh abs	PriA SSB inh	PrPC TRFRET
C=C(COC(C)=O)CC1CC(O)[C@]2(C)OC3CC4OC5C[C@]6(C)O[C@]7(C)CCC8OC9C[C@]%10(C)OC%11C(C)=CC(=O)OC%11CC%10OC9C[C@@H](C)C8OC7CC6O[C@]5(C)C/C=C\C4OC3CC2O1 (some centres not stated)	·	·	-0.6	4	-4	·	-4	7	2	·
CCOC(=O)c1c(NC(=O)COc2ccc3ccc(=O)oc3c2)sc(C(=O)N(C)C)c1C	-2	-8	-0.3	-6	-4	-14	-2	5	7	0
CCS(=O)(=O)NCC(c1cccnc1)N1CCN(c2ccc(OC)cc2)CC1 (configuration not stated)	-7	-1	5.4	2	0	7	33	16	13	7
Cc1nn(Cc2ccccc2Cl)c(C)c1NC(=O)CCCn1nc([N+](=O)[O-])c(Cl)c1C	1	13	0.2	-2	2	7	0	-6	-16	-13
O=C1C2C3C=CC(C3)C2C(=O)N1c1cccc(-c2nc3ccccc3o2)c1 (configuration not stated)	-1	-1	-0.4	-16	-6	-1	-12	20	4	2
O=C(NCCCn1ccnc1)c1cc(-c2ccc(Cl)cc2)nc2ccccc12	3	-6	-0.6	4	1	-4	-6	-1	26	-10
O=C(COC(=O)c1ccc(Cl)cc1O)NC(=O)C1CCCCC1	-4	4	0.0	6	1	-8	-2	7	-22	1
O=C(CCNS(=O)(=O)c1ccc(OC(F)(F)F)cc1)N1CCN(S(=O)(=O)c2cccc(F)c2)CC1	·	3	·	5	·	0	·	·	4	-3
CCOc1ccc(-c2nc(C#N)c(NCc3ccco3)o2)cc1	-2	-26	-0.1	2	0	-8	2	-2	4	9
O=C(Nc1ccc(Cl)c(Cl)c1)C1CCCCC1	·	-5	0.1	4	-6	-2	0	·	-18	9
CCCCOc1ccc(C(=O)NCCOc2cccc(OC)c2)cc1	-3	-3	0.7	-12	-5	-5	-8	-6	15	-1
O=C(NCCc1ccccc1)C1CCN(C(=O)c2ccc(F)cc2)CC1	1	-2	0.0	4	10	-5	-3	35	-9	-4
CC(C)(C)NC(=O)C(c1ccc(F)cc1)N(Cc1ccco1)C(=O)CCC(=O)Nc1ccccn1 (configuration not stated)	3	17	-3.3	4	2	-5	-7	1	1	5
CC(=O)NCCc1ccc(C(=O)COC(=O)c2cccn2C)cc1	·	12	-0.6	1	-5	4	-3	·	-12	4
COc1ccc(C(=O)Nc2ccc(NC(=O)c3cccs3)c(OC)c2)cc1Cl	-2	8	-1.6	1	6	-6	7	19	-9	-6
Cc1ccc(C(=O)O)cc1NC(=S)NC(=O)c1ccc(-c2ccccc2)cc1	3	4	-0.6	-18	-2	0	0	16	-14	6
NC(=O)c1cnn(C2CCS(=O)(=O)C2)c1 (configuration not stated)	2	5	-1.2	-2	1	-1	-10	12	3	-5
Cc1cc(C)cc(NC(=O)CNC(c2ccccc2)c2ccccc2)c1	2	17	-2.1	3	-1	-24	-8	1	-4	-6
O=C(CSc1nnc(-c2cccs2)n1-c1ccccc1)N1CCCc2ccccc21	2	9	-0.5	-16	-12	4	4	41	-2	-2
CCn1c(=O)cc(SCC(=O)Nc2cc(OC)c(OC)c(OC)c2)c2ccccc21	4	7	0.4	-4	-2	-2	-3	21	3	6
CC(=O)NC(c1ccccc1)c1nc(-c2cc3ccccc3o2)cs1 (configuration not stated)	·	8	-0.2	·	-8	·	-2	·	·	-10
CCc1c(C)c(C#N)c2nc3ccccc3n2c1NCc1ccco1	-3	-14	0.7	2	0	1	-3	16	-38	-5
Nc1n[nH]c(C2CCCCC2)n1	2	2	-0.3	0	-3	3	-1	8	-3	-4
O=C(NC12CC3CC(CC(C3)C1)C2)OC1CN2CCC1CC2 (configuration not stated)	6	10	-2.9	20	-11	-3	?	32	5	7
COc1ccc(-c2nc(N3CCN(C)CC3)sc2-c2ccc(OC)cc2)cc1	1	-4	0.8	-6	-5	7	4	-7	8	8
COc1ccc(/C=C2/CCCC(C(=O)C(F)(F)F)=C2O)cc1OC	4	11	-1.9	211*	-2	12	?	9	-7	-5
CC1=C(C#N)C(NC(=O)C2CCCCC2)(C(F)(F)F)C(=O)N1 (configuration not stated)	-3	-6	0.2	1	-4	4	3	1	-10	-3
O=C(CCN1C(=O)S/C(=C\c2cccs2)C1=O)NC1=NCCS1	2	8	0.4	5	0	-16	-6	8	-18	-3
CCOC(=O)C1=C(C)NC(C)=C(C(=O)OCC)C1C(=O)OCC(=O)N1CC(C)OC(C)C1 (configuration not stated)	·	4	-0.2	0	1	-9	-2	·	3	0
Cc1cccc(CCNC(=O)C2CCCN(S(=O)(=O)c3cccc4nsnc34)C2)c1 (configuration not stated)	-1	23	0.5	-6	-2	7	-13	-4	7	-4
CCN(CC(=O)NCc1cccs1)C(=O)c1ccc(S(=O)(=O)Nc2cccc(C)c2C)cc1	0	3	0.9	-3	-2	0	6	50	2	11
CCN1CCN(CCCNC(=O)c2csc3c2CCCCC3)CC1	-4	-10	0.9	1	0	-3	-9	10	-10	-3
Cc1ccc(NC(=O)CSc2nc3ccccc3nc2N2CCCC2)cc1	-1	0	13	-11	19	-6	12	13	0	0
CCNC(=O)C(C)Sc1ccc(Cl)cc1 (configuration not stated)	0	3	0.3	-4	1	8	11	15	-6	-2
COc1cccc(NC(=O)CN(C)C(=O)c2ccc(-c3ccccc3Cl)o2)c1	2	2	2.2	-3	0	-4	8	-9	-1	0
COc1ccc(NC(=O)c2cccc(N3C(=O)C4C5C=CC(C5)C4C3=O)c2)c(OC)c1 (configuration not stated)	-1	12	-0.2	-24	-1	-4	-9	17	-6	6
N=C1/C(=C\c2ccc(OC(=O)c3ccccc3)cc2)C(=O)N=C2SC(N3CCOCC3)=NN12	3	19	-1.3	-5	-7	1	-12	25	-3	0
COC(=O)CCN(C(=O)c1cc(OC)c(OC)c(OC)c1)c1ccccn1	-2	-19	0.9	1	1	1	0	37	5&-20	3
O=c1[nH]ncn1-c1ccc(Br)cc1	0	10	0.2	9	-10	2	-2	13	1	9
CC(C)c1onc(C(=O)NCc2cccs2)c1[N+](=O)[O-]	1	-4	0.2	-5	2	-16	-3	42	-14	-12

Two successive compounds already listed:
Compound	3CLpro inhibitor	CCHFV vOTU inh	BoNT A protease	MazEF act	Anthrax LF inh2	Rv3671c inh	BoNT-F LC inh	VHR inh abs	PriA SSB inh	PrPC TRFRET
CCOC(=O)C1=C(C)NC(C)=C(C(=O)OCC)C1C(=O)OCC(=O)N1CC(C)OC(C)C1 (configuration not stated)	·	4	-0.2	0	1	-9	-2	·	3	0
Cc1cccc(CCNC(=O)C2CCCN(S(=O)(=O)c3cccc4nsnc34)C2)c1 (configuration not stated)	-1	23	0.5	-6	-2	7	-13	-4	7	-4

The list is partial. The share of hits here may be higher or lower than overall.
